# Compound activity deposited in PubChem by The Scripps Research Institute Molecular Screening Center.
# TAAR1 antag – antagonists of human TAAR1 | Q96RJ0 | CHO RD-HGA16 TAAR1, Fluo-8 calcium fluorescence, antagonist | inhibition, % at 3 µM | 360,000 tested, 1.5% active;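 active = inhibition above a per-plate cutoff, the mean inhibition of test compounds on that plate plus 3 SD, cut at about 49% in these data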;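 note: 0% = DMSO plus EC80 beta-PEA response and 100% = DMSO alone without agonist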
#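 Material: CHO RD-HGA16 cells bearing hTAAR1; compound dosing: one-point dosing, 3 µM nominal final; schedule: dye loading 75 min at 37 °C, then 30 min room temperature; measured by: calcium fluorescence with Fluo-8; control set: vehicle and agonist controls; replication: n of 1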
# OXTR potentiate – potentiates the human oxytocin receptor response; P30559; CHO-OTR cells, Fluo-8 calcium fluorescence, potentiator mode; 0% = oxytocin EC15, 100% = EC100; activation, % at 3 µM; AID 2445; 320,000 tested, 0.061% active;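 active = activation above that plate's cutoff, the mean activation of tested compounds plus 3 SD, cut at about 6.6% in these data, passing the limit was not always enough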;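 note: 100% uses oxytocin at 75 nM as the full agonist control; some results filed as inactive read as strong as hits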
# Target sequence (P30559 whole entry, looked up): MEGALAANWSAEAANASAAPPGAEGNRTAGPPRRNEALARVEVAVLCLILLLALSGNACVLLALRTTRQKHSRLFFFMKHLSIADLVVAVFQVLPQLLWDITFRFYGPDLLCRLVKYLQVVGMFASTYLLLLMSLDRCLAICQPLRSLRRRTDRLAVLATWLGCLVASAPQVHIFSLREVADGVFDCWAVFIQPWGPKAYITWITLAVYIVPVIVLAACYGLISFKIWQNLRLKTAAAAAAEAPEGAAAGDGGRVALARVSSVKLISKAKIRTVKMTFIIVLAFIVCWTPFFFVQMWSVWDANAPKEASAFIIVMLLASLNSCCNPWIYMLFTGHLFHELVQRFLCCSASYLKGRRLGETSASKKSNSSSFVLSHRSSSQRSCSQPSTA
#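 Replication – single well per compound, singlicate · Assay system – CHO cell line stably expressing human OTR · Timing – 6 min pre-incubation, 100 s read · Measure – normalized max/min fluorescence ratio, % activation · Doses – 3.0 µM, one dose · Detection – Fluo-8 calcium dye fluorescence · Probe or stimulus – oxytocin near EC15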
# TAAR1 ag – human TAAR1 agonism. 360,000 tested, 0.99% active. activation, % at 3 µM. Q96RJ0. CHO RD-HGA16 TAAR1, Fluo-8 calcium fluorescence; vehicle wells 0%, saturating PEA agonist 100%;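 active = activation above the mean activation of all test compounds in the run plus 3 SD, cut at about 38% in these data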
#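 Benchmarks: low control DMSO, high control PEA (EC100); System: CHO RD-HGA16 cells carrying human TAAR1 plus Gα16; Detection: Fluo-8 fluorescence, 5 s baseline then 140 s kinetic read; Schedule: 17-24 h plating, Fluo-8 75 min 37 °C, 30 min RT; Read-out basis: % activation from peak over basal fluorescence ratio, DMSO-to-PEA scaled.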
# CHRM1 agonist – activates human CHRM1 receptor; P11229; CHO-K1 hM1, Fluo-8 calcium fluorescence, agonist mode; 0% DMSO, 100% acetylcholine EC100; activation, % at 3 µM; 360,000 tested, 0.33% active; AID 588814;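 active = activation above the run's mean compound activation plus 3 SD, cut at about 16% in these data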;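 note: peak over basal fluorescence ratio within a 140 s kinetic read after compound addition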
# Target sequence (P11229 whole entry, looked up): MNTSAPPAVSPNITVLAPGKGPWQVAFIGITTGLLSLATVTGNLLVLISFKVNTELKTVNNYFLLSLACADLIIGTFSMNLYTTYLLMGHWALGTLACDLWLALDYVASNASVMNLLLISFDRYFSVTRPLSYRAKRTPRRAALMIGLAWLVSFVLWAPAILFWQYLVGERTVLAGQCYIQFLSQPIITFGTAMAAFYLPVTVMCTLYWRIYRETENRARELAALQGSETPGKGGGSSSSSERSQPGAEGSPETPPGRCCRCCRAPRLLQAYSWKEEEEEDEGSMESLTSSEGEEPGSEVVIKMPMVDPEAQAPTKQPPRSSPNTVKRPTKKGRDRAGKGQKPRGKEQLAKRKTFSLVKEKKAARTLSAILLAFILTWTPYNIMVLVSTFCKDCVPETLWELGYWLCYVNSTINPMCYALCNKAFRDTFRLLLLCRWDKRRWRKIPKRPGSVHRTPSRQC
# M1 ag parental – counter-screen for M1 agonists: effect in parental CHO-K1 cells; Fluo-8 calcium fluorescence; scaled to maximal ATP response, vehicle zero; activation, % at 3 µM; 360,000 tested, 0.48% active; in the data active = activation above about 15%;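 note: untransfected CHO-K1 host cells lacking M1 receptor as counterscreen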
# M1 PAM parental – M1 PAM counterscreen hit in parental CHO-K1 cells; ATP EC20, Fluo-8 calcium fluorescence; 0% at ATP EC20, 100% at ATP max; activation, % at 3 µM; 360,000 tested, 0.02% active; AID 602247;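 active = activation above the run cutoff, the mean activation of all test compounds plus 3 SD, cut at about 40% in these data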;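 note: peak over basal fluorescence ratio in a 140 s read after ATP addition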
# M1 antag – human CHRM1 antagonism; CHO-K1 hM1, Fluo-8 calcium fluorescence, ACh EC80 antagonist; inhibition, % at 3 µM; 360,000 tested, 1.3% active; AID 588852;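 active = percent inhibition above its own plate's cutoff, namely the mean of that plate's compound wells plus 3 SD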;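 note: peak over basal fluorescence ratio during 140 s after agonist addition; 0% = ACh EC80 plus DMSO and 100% = DMSO alone without agonist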
# CHO-K1 Ca antag – M1 antagonist counterscreen hit in parental CHO-K1 cells; ATP-induced calcium, Fluo-8 fluorescence; 360,000 tested, 0.6% active; inhibition, % at 3 µM;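 active = inhibition above a per-plate cutoff, the plate's mean sample inhibition plus 3 SD, cut at about 24% in these data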;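 note: 0% = DMSO plus EC80 ATP and 100% = DMSO alone without ATP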
# CHO parental Ca – signal in parental CHO cells, OX1R antagonist counter-screen; parental CHO-K1, ATP-induced calcium, Fluo-8 fluorescence; inhibition, % at 5.6 µM; 330,000 tested, 0.63% active;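 active = inhibition above that plate's mean sample inhibition plus 3 SD, cut at about 26% in these data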;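 note: 0% = ATP-challenged DMSO wells and 100% = DMSO wells without ATP; some compounds past the cut are filed as inactive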
#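 Test system: untransfected parental CHO cell line. Compound: one dose, 5.6 µM nominal. Detection: intracellular calcium via Fluo-8 no-wash fluorescent dye. Measure: % inhibition. Benchmarks: ATP-challenged DMSO wells low, unchallenged DMSO wells high.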
# Numbers without * were called inactive; nt = not tested or not shown.
smiles	TAAR1 antag	OXTR potentiate	TAAR1 ag	CHRM1 agonist	M1 ag parental	M1 PAM parental	M1 antag	CHO-K1 Ca antag	CHO parental Ca
CCC/C=C/c1ccc(CN2C(C(C)C)C(=O)N(Cc3cn(CCC4OCCO4)nn3)CCS2(=O)=O)cc1 (stereo not drawn)	1	nt	5	-2	1.3	13	-4	-22	nt
COc1ccc(C)cc1COC(=O)c1[nH]c(C)c(C(C)=O)c1C	22	-9	4	-1	5.1	-2	3	-4	-15
CC(C)OC(=O)/C(C#N)=C\c1cccnc1	5	-16	0	-3	0.0	-7	2	-14	-7
CCC(C)(C)NC(=O)CN(CC1CCCO1)C(=O)CNS(=O)(=O)c1ccccc1 (stereo not drawn)	-10	4	-2	-5	0.1	17	-9	3	-13
Cc1ccc(C)c(-n2c(=O)c(C#N)cc3c(=O)n4ccccc4nc32)c1	-13	-2	3	-4	-0.1	2	-3	-1	1
CCc1nn(CCCC(=O)N(C)Cc2ccccc2)c(=O)c2cc3occc3n12	-19	-4	4	-3	3.1	-4	-14	-5	-21
CC(C(=O)Nc1ccccc1C(=O)N1CCCC1)n1nnc2ccccc21 (stereo not drawn)	12	-4	8	-1	0.3	9	-3	3	-14
O=C(NCC1CCCCC1)c1[nH]c(C(F)(F)F)nc1-c1ccccc1	-2	nt	8	1	6.8	11	-17	-7	nt
CCN(CC)c1ccc(NC(=O)C2CC3CCC2C3)cc1 (stereo not drawn)	12	-13	8	-5	-0.4	6	-8	2	-9
O=C(NCc1ccccc1Cl)NC(=O)c1csc([N+](=O)[O-])c1	-6	-4	-1	-2	1.3	24	-6	-18	3
CCOC(=O)c1c(C)[nH]c(N=Nc2ccccc2C)c1C	22	-8	4	-6	-0.4	-5	-4	-3	-43
CSc1ccc(/C=C/C(=O)OCC(=O)N2CCCCCC2)cc1	1	-8	4	0	1.3	10	-15	-14	-12
S=C(NC1CCCCC1)N1CCN(c2ncccn2)CC1	-11	-4	2	-5	0.1	-8	8	-3	-9
CSCCC(=O)N1CCCC(CNC(=O)c2ccccc2Cl)C1 (stereo not drawn)	0	0	-1	-5	-0.2	-2	12	5	-16
O=C(NCC1CCCO1)c1ccc[nH]1 (stereo not drawn)	1	-3	0	-1	2.3	5	-8	-4	0
O=C(c1ccco1)N1CCN(S(=O)(=O)c2ccc(C3CCCCC3)cc2)CC1	15	-7	13	2	2.9	5	9	-2	-1
COc1ccc(OC)c(NC(=O)CC2SC(=Nc3ccccc3)N(CCc3ccccn3)C2=O)c1 (stereo not drawn)	11	-16	4	-1	1.0	7	7	10	-11
CC(C)n1c(=O)c2ccccc2n1Cc1cn(Cc2cccnc2)nn1	-33	nt	6	4	-0.1	-6	-24	12	nt
COc1ccc(NC(=O)N2C[C@H]3CON(C)[C@H]3C[C@H]2c2ccc(N3CCCCC3)cc2)cc1	9	nt	1	-5	0.4	14	1	-7	nt
CCN(CC)S(=O)(=O)c1ccc2c(c1)N(CC(=O)N1CCCC1)C(=O)CO2	-6	-2	1	-1	-0.5	14	-24	-16	-4
Cc1ccc(NC(=S)N/N=C2/CCCc3c(C)cc(C)cc32)cc1	0	2	0	-6	0.3	19	-8	-1	-6
CCCN(CCC)CCNC(=O)C1c2ccccc2C(=O)N2CCc3ccccc3C12 (stereo not drawn)	-25	5	4	-8	-0.6	-20	2	22	-10
CN(C)CCNc1cnn(-c2ccccc2)c(=O)c1Cl	-7	-3	1	-11	0.4	-10	-11	-10	-19
COc1ccc(/C=C(/NC(=O)c2ccc(Br)o2)C(=O)Nc2cccc(C(=O)O)c2)cc1	-6	nt	1	0	0.0	3	-1	13	nt
CC(C)Oc1ccc(CNC(=O)c2ccc3c(c2)N(C)CCS3)cc1	-6	-2	-2	-5	-0.1	2	-10	4	-10
Cn1c(NCCCO)nc2c(c1=O)C1(CCCCC1)Cc1ccccc1-2	-3	-20	17	-1	0.8	1	-13	-1	-10
CCCCCC(=O)N1C[C@H](n2cc(COC(=O)c3ccccc3)nn2)[C@@H](O)C[C@@H]1c1ccc(C)cc1	-7	nt	1	-3	0.5	10	-10	-2	nt
COc1ccccc1C(CNC(=O)CNC(=O)c1ccc(Cl)c(Cl)c1)N1CCCC1 (stereo not drawn)	-1	-4	0	-8	0.4	-11	-9	-13	-17
COc1ccc(S(=O)(=O)N2CCCCC2)cc1NC(=O)CSc1nccn1C	3	-17	0	-11	0.3	4	-3	-10	-16
O=C(Nc1cccc(C(=O)O)c1)/C(=C\C=C\c1ccccc1)NC(=O)c1ccccc1	-7	4	8	-5	-0.2	22	-11	-9	-4
O=C(Cc1ccccc1)N/N=C/c1ccc(OCC(=O)Nc2ccccc2)cc1	14	-8	14	-1	1.2	2	15	-3	-9
CCOC(=O)c1[nH]c(C)c(C(=O)NCc2ccc(C)cc2)c1C	-18	-1	1	-6	0.2	10	-9	-6	0
Cc1ccc(N=Nc2c(O)[nH]c(=O)[nH]c2=O)cc1S(=O)(=O)Nc1ccc(Br)cc1	1	-3	0	-4	0.2	9	-17	-14	-8
Cc1ccc(Nc2cc(C)nc3c(C)cccc23)cc1	-31	0	10	-9	0.5	16	-22	-11	-18
O=C1CCC(=O)N1Cc1c(Cl)cccc1Cl	-5	4	-2	-3	-0.3	16	-7	7	-9
Cc1ccc(N2C(=O)C(NC(=O)c3ccccc3)(C(F)(F)F)C3=C2CC(C)(C)CC3=O)cc1 (stereo not drawn)	9	-3	0	-6	0.7	27	-5	-4	-7
O=C(COc1coc(CN2CCN(c3ccccc3F)CC2)cc1=O)Nc1ccccc1	6	-6	0	-3	1.1	2	4	-8	-9
CCOc1ccccc1NC(=O)CCCN1C(=S)NC(C)(C)CC1C (stereo not drawn)	1	-2	2	-7	0.5	22	-14	-8	-14
CC[C@H](C)/C=C(C)/C=C/C(=O)Cc1cc(O)c(C)c(O)c1C=O	2	-4	1	3	0.7	5	-4	0	-8
CC(C)(C)c1cc(NC(=O)Nc2ccc(Br)cc2Cl)no1	11	-10	3	-6	-0.1	9	28*	-15	-13
CCN1C(=O)C(CC(=O)Nc2ccc(OC)cc2)N(Cc2ccc3c(c2)OCO3)C1=S (stereo not drawn)	-13	-8	6	-4	9.9	31	2	-4	-12
COC(=O)C1=C(C)NC(=S)NC1c1ccc(OC(=O)c2ccco2)cc1 (stereo not drawn)	-20	-12	1	-1	0.1	-15	1	12	-16
CC(=O)c1cc(Cl)ccc1OC(=O)c1ccco1	13	1	6	-6	-0.6	-2	-9	-18	-6
Cc1ccc(CNS(=O)(=O)c2c(C)n(C)c(=O)n(C)c2=O)cc1	-15	0	0	-2	0.1	9	-6	-14	-5
C/C(=N\NC(=O)CCC(=O)O)c1c(-c2ccccc2)c2cc(Br)ccc2[nH]c1=O	-9	-3	-1	-3	1.1	-2	1	-7	2

# Retrieved by structure from the list above (2):
smiles	TAAR1 antag	OXTR potentiate	TAAR1 ag	CHRM1 agonist	M1 ag parental	M1 PAM parental	M1 antag	CHO-K1 Ca antag	CHO parental Ca
COC(=O)C1=C(C)NC(=S)NC1c1ccc(OC(=O)c2ccco2)cc1 (stereo not drawn)	-20	-12	1	-1	0.1	-15	1	12	-16
C/C(=N\NC(=O)CCC(=O)O)c1c(-c2ccccc2)c2cc(Br)ccc2[nH]c1=O	-9	-3	-1	-3	1.1	-2	1	-7	2

# More structures follow.
smiles	TAAR1 antag	OXTR potentiate	TAAR1 ag	CHRM1 agonist	M1 ag parental	M1 PAM parental	M1 antag	CHO-K1 Ca antag	CHO parental Ca
C[C@@H](C(=O)NCc1ccc(S(C)(=O)=O)cc1)[C@@H]1C[C@@]1(C)[C@@H](NC(=O)OCc1ccccc1)c1ccccc1	45	-4	14	-6	1.1	12	4	-5	-24
O=C1Nc2ccccc2/C1=N\N=C\C1=C(N2CCOCC2)C(=C\c2ccccc2)/CC1	36	-7	7	10	0.6	8	30*	-10	-15
O=c1[nH]c2cc(NCCO)c([N+](=O)[O-])cc2[nH]1	-1	-5	3	-3	2.3	-10	-8	4	0
Cc1ccc(S(=O)(=O)N2CCN(C(=O)COC(=O)CCOc3cc(C)ccc3C)CC2)c(C)c1	41	nt	9	2	8.0	-10	4	-3	nt
Cc1ccc(O)c(C(=O)c2coc(=N)c(C(=O)NC(C)C)c2)c1	5	0	10	-5	0.9	15	-6	-6	-5
Cc1ccc(C(=O)NCCc2c[nH]c3ccccc23)s1	-16	-12	-1	-3	0.1	-10	-14	12	-19
CCC1(c2ccccc2)NC(=O)N(CC(=O)Nc2cc(S(=O)(=O)N3CCCCC3)ccc2OC(C)C)C1=O (stereo not drawn)	-29	-3	5	-2	1.2	20	-2	-6	-17
O=C(OC1CCOC1=O)c1ccc2ccccc2n1 (stereo not drawn)	11	3	3	-1	4.9	16	23	4	-17
CCCCNCc1cc(Cl)c(OCCC)c(OCC)c1	-6	-1	5	-5	1.0	-3	-2	-17	-14
O=c1cc(O)nc(SCc2ccc(Cl)cc2)[nH]1	7	-5	6	-2	-0.1	10	-13	13	-23
O=C(CSc1nc2c(cnn2-c2ccccc2)c(=O)[nH]1)c1ccc(Cl)cc1	14	-5	4	-1	7.0	20	-19	-6	-6
COC(=O)c1ccc(Cn2nc(-c3ccccc3)ccc2=O)cc1	-2	-13	18	1	4.3	4	-6	-6	-9
CCc1ccc(N2C(=O)C3C4CCC(C4=C(C)C)C3C2=O)cc1 (stereo not drawn)	1	-15	3	-10	1.1	23	-10	-15	-17
Cc1cc(C)c(NC(=S)NC(=O)c2ccccc2)cc1C	-23	nt	12	6	0.9	19	-2	-14	nt
CCCN(CCC)CCCNc1ccc(C(=O)Nc2cccc(OC)c2)cc1[N+](=O)[O-]	-1	2	0	-7	1.1	6	40*	-15	8
Cc1cccc(C2NC(=O)c3c(sc(C)c3C)N2)c1O (stereo not drawn)	7	-4	6	0	0.3	-11	5	1	-4
CC(=O)Cc1nsc(NC(=O)c2ccc(-c3ccc(Cl)c(Cl)c3)o2)n1	-23	-5	3	-2	0.7	-18	-27	-5	-16
O=C(NC1CCCCC1)C(=O)c1c(-c2ccccc2)[nH]c2ccccc12	-6	0	1	-4	0.4	-11	-5	27*	1
C[C@H]1CN([C@@H](C)CO)S(=O)(=O)c2ccc(Br)cc2O[C@H]1CN(C)C(=O)NC1CCCCC1	0	nt	5	-1	0.7	8	-20	-14	nt
c1ccc(Cc2nnc(N3CCCCC3)c3ccccc23)cc1	-26	-6	24	-12	-0.1	10	-4	-1	-12
CC(C)CNC(=O)CC(c1ccccc1)c1ccccc1	-8	-4	3	-12	2.9	33	-8	-12	-8
